# Assay outcomes: PubChem, Sanford-Burnham Center for Chemical Genomics
# HKDC1 inh: inhibitors of human hexokinase HKDC1; recombinant HKDC1, G6PDH/diaphorase resazurin coupled fluorescence; AID 493160; inhibition, % at 20 µM; Q2TB90; actives 0.16% (n = 340,000);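 active = inhibition above about 35% when tested at 20 µM, limit read from the data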;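 note: plate controls were DMSO wells with enzyme for no effect and DMSO wells lacking enzyme for full effect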
#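 Material: recombinant HKDC1 hexokinase; Amount: HKDC1 at 5 µg/mL; Medium: Tris pH 8.0 buffer with MgCl2, Tween-20, BSA, BME; Schedule: 90 min reaction incubation at room temperature, dark; Technique: coupled resazurin fluorescence, excitation 525 nm, emission 613 nm.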
# SENP7 block: blocks the human protease SENP7; recombinant SENP7, Z-RLRGG-aminoluciferin luminescence, 40 min; inhibition, % at 5 µM; actives 1.5% (n = 330,000); Q9BQF6; AID 434973;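 active = inhibition above about 50% at the single test dose, limit read from the data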;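 note: plate controls were DMSO with enzyme for no effect and no enzyme buffer wells for full effect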
# SENP6 block: SENP6 protease inhibition; Q9GZR1; Recombinant SENP6 catalytic domain, aminoluciferin luminescence; inhibition, % at 10 µM; actives 1.8% (n = 330,000);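 active = inhibition above about 50% at the single tested dose, limit read from the data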;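 note: plate controls were DMSO wells with enzyme for no effect and DMSO wells lacking enzyme for full effect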
# Target sequence (Q9GZR1 628-1112 limits assumed): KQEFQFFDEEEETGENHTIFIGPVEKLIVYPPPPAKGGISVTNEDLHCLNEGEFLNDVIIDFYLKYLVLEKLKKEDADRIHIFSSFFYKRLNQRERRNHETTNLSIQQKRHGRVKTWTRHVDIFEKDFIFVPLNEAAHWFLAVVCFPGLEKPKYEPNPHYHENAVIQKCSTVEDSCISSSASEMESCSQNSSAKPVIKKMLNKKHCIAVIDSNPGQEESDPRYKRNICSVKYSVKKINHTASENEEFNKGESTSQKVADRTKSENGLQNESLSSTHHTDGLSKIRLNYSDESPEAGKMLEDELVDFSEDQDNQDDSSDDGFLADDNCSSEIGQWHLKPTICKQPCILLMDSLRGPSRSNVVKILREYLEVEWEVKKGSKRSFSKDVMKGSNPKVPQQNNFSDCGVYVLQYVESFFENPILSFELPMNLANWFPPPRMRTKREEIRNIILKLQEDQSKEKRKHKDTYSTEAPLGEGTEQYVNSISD
# SENP8 block-1: inhibitors of human SENP8 protease. Q96LD8. purified SENP8, Z-RLRGG-aminoluciferin cleavage, luminescence. inhibition, % at 10 µM. actives 1.2% (n = 330,000). AID 2540; in the data active = inhibition above about 50%
# Target sequence (Q96LD8 whole entry, looked up): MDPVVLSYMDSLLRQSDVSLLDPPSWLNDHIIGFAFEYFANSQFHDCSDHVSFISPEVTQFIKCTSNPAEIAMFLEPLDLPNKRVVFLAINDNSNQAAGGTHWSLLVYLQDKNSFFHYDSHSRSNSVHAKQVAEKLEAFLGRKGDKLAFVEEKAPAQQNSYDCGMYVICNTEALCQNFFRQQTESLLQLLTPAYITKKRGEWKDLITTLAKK
# PfG6PD inh: PfG6PD (Plasmodium falciparum) enzyme inhibition; PfGluPho enzyme, NADPH resazurin-diaphorase fluorescence; inhibition, % at 20 µM; actives 0.78% (n = 350,000); AID 504690;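 active = inhibition reaching at least a set limit at 20 µM in the primary screen, cut at about 59% in these data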;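 note: 0% = DMSO wells with substrate and 100% = DMSO wells lacking glucose-6-phosphate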
# UBC13 inh: inhibitors of human UBC13 polyubiquitin chain formation; P61088; TR-FRET; inhibition, % at 20 µM; actives 0.47% (n = 330,000); AID 485273; in the data active = inhibition above about 45%, passing the limit was not always enough
# SENP1 inh: blocks the human SENP1 SUMO protease catalytic domain; recombinant SENP1 catalytic domain, CyPet-SUMO1-YPet FRET cleavage; inhibition, % at 10 µM; actives 0.21% (n = 360,000); AID 624204;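 active = inhibition at least 30% at 10 µM, raw YFP signal under a set limit, fluorescence ratio 0.5 to 1.5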;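 note: 0% = enzyme with DMSO and 100% = no enzyme wells; some results filed as inactive read as strong as hits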
# Target sequence (Q9P0U3 419-644 limits assumed): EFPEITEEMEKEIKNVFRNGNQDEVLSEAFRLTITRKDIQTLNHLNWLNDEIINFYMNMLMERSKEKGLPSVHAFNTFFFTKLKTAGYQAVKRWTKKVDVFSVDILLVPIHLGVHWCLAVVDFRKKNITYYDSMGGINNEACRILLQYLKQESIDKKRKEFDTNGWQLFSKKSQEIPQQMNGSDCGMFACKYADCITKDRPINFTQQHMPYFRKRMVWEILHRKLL
#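 Material: hSENP1 catalytic domain, recombinant; medium: Tris pH 8 with BME, BSA, NP40 and catalase; compound: single concentration of 10 µM compound, 0.5% DMSO final; technique: FRET read of cyan and yellow fluorescence; timing: 50 min enzyme reaction, room temperature, light-protected; reagent: SFCypet-SUMO1-SFYpet substrate at 25 nM; control set: no-enzyme low, enzyme-DMSO high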
# SENP8 block-2: blocks human SENP8 cleavage of Nedd8 substrate; Q96LD8; recombinant SENP8, Nedd8 substrate fluorescence; inhibition, % at 20 µM; actives 0.64% (n = 360,000); AID 602440; in the data active = inhibition mostly above about 40%, no sharp cut-off; inactive = mostly below about 27%
# beta cell repl: MIN6 beta-cell proliferation induction. MIN6 cells proliferation, ATPlite luminescence, 48 h; cells starved in 0.2% serum; 100% = growth in 10% serum. proliferation, % at 10 µM. actives 0.29% (n = 330,000). AID 2380;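 active = compounds whose signal lies at least 3.5 SD above the mean of all wells on their plate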;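 note: 0% = DMSO-treated cells in low-serum medium and 100% = 10% serum control; some compounds called inactive have numbers as strong as hits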
# * hit, by the source's call; · = not tested or not shown.
Molecule	HKDC1 inh	SENP7 block	SENP6 block	SENP8 block-1	PfG6PD inh	UBC13 inh	SENP1 inh	SENP8 block-2	beta cell repl
O=C(O)COc1ccc(Br)cc1/C=N\Nc1ccccn1	-2	-2	0	3	-23	-5	3	-42	2
O=c1cc(CSc2ccc(Cl)cc2)nc(-c2ccccc2)[nH]1	-1	0	5	3	-12	-4	3	13	-2
CC(=O)c1ccc(NS(=O)(=O)c2ccc(N)cc2)cc1	-7	0	-10	5	-14	1	1	4	0
CC1=C(C(=O)N2CCCCC2)C2(CCC(C)CC2)OC1=O (stereo not drawn)	-1	3	-6	10	15	0	1	26	2
C=CCNC(=S)Nc1ccc(C)c(S(=O)(=O)N2CCCCC2)c1	2	-15	-12	-4	7	-13	-2	7	1
CN(C)CCCNC(=O)CCc1ncc(C(F)(F)F)cc1Cl	-6	11	0	-1	-5	-5	2	-2	-3
COCC(C)NC(=O)Cc1ccc(F)cc1 (stereo not drawn)	-6	-4	3	-8	25	5	-1	5	0
O=C(Nc1nnc(-c2ccc(F)cc2)o1)c1ccc(S(=O)(=O)N2CCOCC2)cc1	-5	-9	-7	-6	-15	-14	1	5	-6
Cc1ccc(S(=O)(=O)n2c([N+](=O)[O-])cnc2C)cc1C	8	0	-1	-11	-22	-5	2	16	-2
COc1ccc(NC(=O)C(C)N(C)Cc2ccc3ccccc3c2)cc1 (stereo not drawn)	-4	-5	-1	3	14	-4	0	16	-4
O=C(CCNC(=O)c1ccc(Br)cc1)NNC(=O)COc1ccccc1F	-6	-5	2	-3	-10	6	2	19	-3
CCN(CC(=O)NCc1ccc(F)cc1)C(=O)Cc1c(F)cccc1Cl	-7	2	-32	6	8	4	1	10	3
CC(C)c1c(C(=O)N/N=C/c2ccccc2C(=O)O)nnn1-c1nonc1N	2	-4	-8	1	-21	-2	-2	13	-1
CCOc1ccc2nc(NC(=O)COC)sc2c1	1	28	-26	1	-3	-3	-1	-9	1
CC(=O)NCCn1ccc2ccccc21	-2	-7	-6	-3	-8	-3	-1	-2	-1
COc1ccc(-c2nc(-c3ccccc3)c(-c3cc([N+](=O)[O-])ccc3C)[nH]2)cc1O	8	-4	-23	-1	47	1	-1	39	-5
O=C(Nc1ccccc1C(=O)NCc1cccnc1)c1ccc(Cl)cc1Cl	5	-10	-12	-6	0	-2	-5	6	0
O=C(NCc1cccs1)C1CCCN(C(=O)Nc2ccccc2)C1 (stereo not drawn)	-4	3	-24	-3	-14	7	2	7	-1
COc1ccc(C2C(C(=O)NCCN3CCOCC3)c3ccccc3C(=O)N2C)cc1OC (stereo not drawn)	-2	2	-17	-5	-15	-1	0	10	-3
CCNc1nc(NC#N)nc(SCC(=O)OCC)n1	-6	-12	-5	-6	-7	-2	2	34	2
COCCCn1c(=O)c2ccccc2n(Cc2ccccc2)c1=O	-1	-2	-37	4	3	8	-1	10	-2
C=CCn1c(=O)/c(=C/c2ccc(Cl)cc2)s/c1=C(\C#N)c1nnc2n1CCCCC2	20	·	·	·	14	·	-20	-14	·
Cc1cc2c(cc1C)C(c1ccccc1OC(C)C)CC(=O)N2 (stereo not drawn)	6	-1	13	0	47	-4	1	12	-3
COc1cc(Br)c(C(C)NC(=O)c2cccc(Br)c2)cc1OC (stereo not drawn)	-7	-5	-20	1	-17	6	0	12	-3
CN(Cc1ccccc1)C(=O)c1ccc(NC(=O)Cc2ccc(NC(=O)C3CCCN(C(=O)C4CC4)C3)cc2)cc1 (stereo not drawn)	-4	·	·	·	-9	·	1	8	·
COc1cccc(C(=O)N2CCN(Cc3ccccn3)CC2)c1	-9	2	11	8	0	-1	2	12	-2
O=C(c1cc2ccccc2cc1O)N1CCN(c2ccccc2O)CC1	7	-5	-9	-4	21	11	1	-34	-4
Cc1nc(-c2cccc(N)c2)cs1	-5	-2	4	-8	-4	0	1	-18	-2
COc1ccc(CCNC(=O)CN2CCC(C)CC2)cc1OC	-1	-4	-9	-16	-16	-6	2	10	-1
O=C(COC(=O)/C=C/c1ccc2c(c1)OCO2)NC1CC1	6	6	-6	-12	-15	-1	1	-200	3
COc1ccc(N(CC(=O)Nc2ccccc2C(=O)O)S(=O)(=O)c2ccc(C)c([N+](=O)[O-])c2)cc1	11	-5	-18	1	-16	-1	-2	-19	-2
CC(Sc1ccccn1)C(=O)Nc1ccccc1 (stereo not drawn)	-6	3	-22	3	19	8	2	13	-1
O=C(/C=C/c1ccccc1Cl)NCCc1ccc(F)cc1	-10	6	-19	-2	-8	-6	1	9	-4
Cc1cc2oc(C(=O)N3CCN(CCc4ccccn4)CC3)c(C)c2cc1C	-7	5	13	5	2	-2	0	5	-3
CCC1=NN(S(=O)(=O)c2ccc(C)cc2)C(O)(C(F)(F)F)C1 (stereo not drawn)	14	-1	-9	-6	-10	-9	0	13	-4
Cc1ccc(C2NC(c3ccc(C)cc3)C(C)C(=NO)C2C)cc1 (stereo not drawn)	0	1	-2	-7	2	5	1	5	-4
C=CCNc1sc(C(=O)c2ccc(Br)s2)c(N)c1C#N	3	-5	11	1	-20	3	-21	13	0
COc1ccc(NC(=O)C2CCCN(S(=O)(=O)c3ccc4c(c3)CC(C)N4C(C)=O)C2)cc1 (stereo not drawn)	-1	-1	9	5	-14	-3	-2	7	-2
Cc1ccccc1C(=O)Nc1nnc(S(=O)(=O)N2CCCCCC2)s1	3	5	-3	9	-4	-13	-1	-87	-1
O=C(CCC(=O)N1CCOc2ccccc21)NCc1cccnc1	-7	15	-16	-11	-5	-1	2	13	-3
COc1ccc(N2Cc3ccccc3C2=NC(=O)c2cccc([N+](=O)[O-])c2)cc1	-2	-2	34	0	10	-18	4	6	0
C=CCNCCCOc1ccc(C)cc1Br	-7	15	9	-8	4	-6	2	20	2
CCCc1cc(C(=O)Nc2sc3c(c2C#N)CCC3)no1	-4	19	-4	-2	35	-16	-3	6	2
CC(=O)C1=C(O)CC(C)(C)CC1=NCc1nc2ccccc2[nH]1	-3	4	-17	0	-1	20	-1	2	2
Cn1c(SCCOc2ccc(Cl)cc2)nnc1-c1ccncc1	-13	-1	7	0	-4	-3	-1	12	-1
COc1ccc(-c2[nH]ncc2CN2CCCCCCC2)c(OC)c1	-4	2	-6	3	6	33	-5	-3	-2
O=C(Cc1ccc(NC(=O)C2CCN(C(=O)C3CCCCC3)CC2)cc1)Nc1ccc(C(=O)N2CCOCC2)cc1	2	·	·	·	9	·	2	2	·
O=C(CNC(=O)c1ccc(OC(F)F)cc1)NCc1ccccn1	-6	3	-11	-9	5	-4	2	6	1
COc1ccc(NC(=O)C(=O)NCc2ccncc2)c(OC)c1	1	4	4	-6	1	-7	2	4	-1
O=C(CSc1nnc(-c2ccccc2)o1)NC1CCCC1	0	-9	0	18	13	5	0	6	4
COCC(=O)N1CCC(Oc2ccc(C(=O)N(C)CCCC3CCCC3)cc2)CC1	-2	9	-8	-7	2	3	2	-2	-6
Cc1ccccc1C(=O)Nc1ccnn1C1CCN(C(=O)c2ccoc2)CC1	-3	-7	1	-5	9	4	1	-2	5
CC(C)[Si]1(C(C)C)OCC2OC(n3cnc4c(N)ncnc43)C(N)C2O[Si](C(C)C)(C(C)C)O1 (stereo not drawn)	2	·	·	·	34	·	0	21	·
Cc1ccc(-c2ccc(S(=O)(=O)N3CCN(C)CC3)cc2)cc1	-1	6	-13	-7	-10	-3	-1	17	-2
O=C(c1cc(=O)c2ccccc2o1)N1CCCc2ccccc21	-2	-1	-9	-2	-16	7	3	20	0
O=C(NC(=S)Nc1cc(C(F)(F)F)ccc1N1CCOCC1)c1sc2ccccc2c1Cl	2	-3	13	-4	7	-28	-3	11	-6
O=C(Nc1cccc(Cl)c1)C1CCN(C(=O)c2cccs2)CC1	-2	-5	-16	-2	-1	5	0	8	-2
CC(C)OC(=O)c1cccc(-c2ccc(C=O)o2)c1	0	3	14	-2	-11	-12	1	5	0
Cc1ccc(/C=N/n2c(C)nc3ccccc3c2=O)s1	·	0	-20	0	·	4	·	·	0
COc1ccc(CCNC(=O)c2cnc3scc(C)n3c2=O)cc1OC	0	1	-7	-3	3	4	-1	-397	5
CC(=O)Nc1ccc(/C=C(\C#N)S(=O)(=O)c2ccc(C)cc2)cc1	1	1	4	3	5	3	-52	-150	0
COc1ccc(CCNC(=O)c2ccccc2)cc1	-3	-13	10	-9	-2	-1	-1	19	-2
CCCCNC(=O)C1CCN(C(=O)C2CCN(S(=O)(=O)c3ccc(C)cc3)CC2)CC1	-3	0	-13	-2	2	6	0	9	0

# Structural class: those above containing four or more nitrogen atoms (10)
Molecule	HKDC1 inh	SENP7 block	SENP6 block	SENP8 block-1	PfG6PD inh	UBC13 inh	SENP1 inh	SENP8 block-2	beta cell repl
O=C(Nc1nnc(-c2ccc(F)cc2)o1)c1ccc(S(=O)(=O)N2CCOCC2)cc1	-5	-9	-7	-6	-15	-14	1	5	-6
CC(C)c1c(C(=O)N/N=C/c2ccccc2C(=O)O)nnn1-c1nonc1N	2	-4	-8	1	-21	-2	-2	13	-1
CCNc1nc(NC#N)nc(SCC(=O)OCC)n1	-6	-12	-5	-6	-7	-2	2	34	2
C=CCn1c(=O)/c(=C/c2ccc(Cl)cc2)s/c1=C(\C#N)c1nnc2n1CCCCC2	20	·	·	·	14	·	-20	-14	·
CN(Cc1ccccc1)C(=O)c1ccc(NC(=O)Cc2ccc(NC(=O)C3CCCN(C(=O)C4CC4)C3)cc2)cc1 (stereo not drawn)	-4	·	·	·	-9	·	1	8	·
Cc1ccccc1C(=O)Nc1nnc(S(=O)(=O)N2CCCCCC2)s1	3	5	-3	9	-4	-13	-1	-87	-1
Cn1c(SCCOc2ccc(Cl)cc2)nnc1-c1ccncc1	-13	-1	7	0	-4	-3	-1	12	-1
O=C(Cc1ccc(NC(=O)C2CCN(C(=O)C3CCCCC3)CC2)cc1)Nc1ccc(C(=O)N2CCOCC2)cc1	2	·	·	·	9	·	2	2	·
Cc1ccccc1C(=O)Nc1ccnn1C1CCN(C(=O)c2ccoc2)CC1	-3	-7	1	-5	9	4	1	-2	5
CC(C)[Si]1(C(C)C)OCC2OC(n3cnc4c(N)ncnc43)C(N)C2O[Si](C(C)C)(C(C)C)O1 (stereo not drawn)	2	·	·	·	34	·	0	21	·
